Screening data deposited in PubChem by University of Kansas High Throughput Screening Laboratory.
mHTT CaM bind = mutant huntingtin-calmodulin interaction inhibitors – biochemical, AlphaScreen, primary screen. P42858. AlphaScreen His-mHTT/GST-CaM binding, luminescence. inhibition, % at 15 µM. hit rate 3.6% among 190,000. AID 1671202, 2021;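 note: 0% = both proteins with DMSO and 100% = one protein alone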
Pf apPOL block = Pf-apPOL inhibitors, biochemical, fluorescence | hit rate 0.25% among 210,000 | inhibition, % at 10 µM | Plasmodium falciparum apicoplast DNA polymerase (apPOL) | AID 1794808, 2022 | Recombinant Pf-apPOL, molecular beacon fluorescence, 1.5 h
Active calls of the source: *; x = not tested or not shown; & = joins results of further samples. Cut-off read from the data, not from the text of the source: active = inhibition above about 50%; inactive = the rest. No enrichment for hits. Share with any hit: about 3.6%.

SMILES | mHTT CaM bind | Pf apPOL block
O=C1CSC(c2cccc(F)c2)N1c1c(F)cccc1F (centres undefined) | -8 | 0
CC(C)CNC(=S)N1CCCC1 | x | 2
CCN(CC)C(=O)C1CCCN(Cc2cc(Br)c(OC)cc2OC)C1 (centres undefined) | -2 | -7
COc1ccc(CC(=O)N2CCN(c3nc4ccncc4n(C)c3=O)CC2)c(Cl)c1 | 10 | -8
Cc1cc(OCC(=O)Nc2cccc(C)c2C)nc(N2CCCC(C)C2)n1 (centres undefined) | 0 | 1
COc1cc(C2CC(=O)C3=C(C2)Nc2ccccc2NC3c2ccccc2F)cc(OC)c1OC (centres undefined) | 45 | 7
COc1ccccc1CC(=O)Nc1cccc2c1CCCC2 | -2 | -9
CC(C)N1Cc2cc(C(=O)Nc3ccc4c(c3)CCC4)sc2C1 | -2 | -1
O=C(Nc1ccc(OCc2ccccc2)cc1)Nc1ccccc1-c1nc2ccccc2[nH]1 | x | 3
COc1ccc(Cl)cc1NC(=O)CN(C)S(=O)(=O)c1cccs1 | -3 | 3
CCc1ccccc1NC(=O)c1cccc(Br)c1 | -11 | -5
Cc1cc(NC(=O)CNS(=O)(=O)c2cccs2)n[nH]1 | -1 | -7
CCCCOc1ccccc1NC(=O)c1cc(OCC)c(OCC)c(OCC)c1 | -6 | -8
COc1ccccc1CCNS(=O)(=O)CCNC(=O)c1ccccc1 | -14 | -1
COc1cccc(NC(=O)CSc2nnnn2-c2ccccc2)c1 | -4 | 0
COc1ccc(C2CN(C(=O)c3cccc(Cl)c3)CC2C(=O)N2CCCC2)cc1 (centres undefined) | 12 | 7
N#Cc1c(C2CCCCC2)nc(Sc2ccc(C(F)(F)F)cc2[N+](=O)[O-])[nH]c1=O | x | 40
CCN(CC)C(=O)C1CCN(c2nc3ccc(-c4ccc(F)cc4)nc3s2)CC1 | 12 | -10
O=S(=O)(Nc1ccc2c(c1)OCCO2)c1cccs1 | -6 | -5&-6
CCCOc1nn(CCC)cc1C(=O)Nc1nccs1 | 0 | -2
Cc1nc(N2CCN(C)CC2)c2c(C)c(C(=O)NCc3ccc(Cl)cc3)sc2n1 | 7 | -12
Cc1nn(C)c(C)c1NC(=O)c1ccccc1N | x | 0
CC(C)(C)OC(=O)NC(Cc1ccccc1)C(=O)NN (centres undefined) | x | 5
Cc1nn(-c2ccc(C(=O)NC3CCCc4ccccc43)cc2)c2c1C(=O)CC(C)(C)C2 (centres undefined) | 3 | 4
COc1ccccc1/C=C1\N=C(c2cccc([N+](=O)[O-])c2)OC1=O | -1 | 0
Cc1onc(-c2c(Cl)cccc2Cl)c1-c1noc(CSc2ccccn2)n1 | x | -9
CCCCSc1nnc(-c2ccccc2N)c(=O)[nH]1 | 3 | -4
COc1ccc(C(=O)O)cc1S(=O)(=O)Nc1ccc(F)cc1 | -3 | -3
CCOc1ccc(NC(=O)CN2CCN(C3c4ccccc4-c4ccccc43)CC2)cc1 | 17 | -3
Cc1ccc(NC(=O)C2CC3CCC2C3)cc1Cl (centres undefined) | -24 | 3
CCOc1ccccc1C1N(c2ccc(Cl)cc2)C(=O)C2CCCN21 (centres undefined) | 51* | -2
OCCNc1ccc2nnc(-c3ccc(Br)cc3)n2n1 | 17 | -4
N=Nc1c2[nH]c3ccccc3nc-2c2ccccc12 | 3 | x
CCn1c(C2CCN(C(=O)c3ccc(OC)nc3)C2)nc2cccnc21 (centres undefined) | -4 | -8
CCOc1ccc(OCCSc2nc3ccccc3n2CC(N)=O)cc1 | 0 | 7
COc1ncc(-c2ccc(N3C(c4ccsc4)=Cc4ccccc4C3CC(C)=O)cc2)cn1 (centres undefined) | -30 | -7
CCOC(=O)c1cc(NS(=O)(=O)c2ccc(Cl)cc2)ccc1Oc1cncc(Cl)c1 | x | -8
CC1=NN2C(C1)c1ccccc1OC21C(=O)Nc2ccccc21 (centres undefined) | 80* | -13
CNc1nc2c(C)cccn2c(=O)c1C=Nc1ccc(Cl)cc1 | 19 | -4
COc1ccccc1NC(=O)c1sc2[nH]c(=O)c(C(=O)O)cc2c1N | 13 | 4
CC(=O)c1ccc(NC(=O)Cn2c(-c3nonc3N)nc3ccccc32)cc1 | 0 | 15
NC(N)=NC(N)=Nc1cccc(Cl)c1 | x | 3
Cc1cc(C)cc(NC(=O)N2CCC(c3nc(C(=O)N4CCOCC4)c(C)o3)CC2)c1 | 5 | 0
COc1cccc(NC(=O)N2CCC(c3cc(N)on3)CC2)c1 | -6 | 2
COc1cccc(C(=O)N=c2sc(C)cn2CC(=O)N2CCCC2)c1 | 1 | 87*
COc1ccc2c(c1)C1(Nc3ccccc3C(=O)N1Cc1ccccc1)C(=O)N2 (centres undefined) | 15 | -5
CCCCc1c(COC)nc(-c2ccc(Cl)cc2)[nH]c1=O | x | 5
Cc1cc(Cl)ccc1NC(=O)N1CC2CC1CC2NS(=O)(=O)c1ccccc1 (centres undefined) | -3 | -1

The last 4 records of the section above open the next one.
SMILES | mHTT CaM bind | Pf apPOL block
COc1cccc(C(=O)N=c2sc(C)cn2CC(=O)N2CCCC2)c1 | 1 | 87*
COc1ccc2c(c1)C1(Nc3ccccc3C(=O)N1Cc1ccccc1)C(=O)N2 (centres undefined) | 15 | -5
CCCCc1c(COC)nc(-c2ccc(Cl)cc2)[nH]c1=O | x | 5
Cc1cc(Cl)ccc1NC(=O)N1CC2CC1CC2NS(=O)(=O)c1ccccc1 (centres undefined) | -3 | -1
O=C(CN1CCC(c2nnc(C3CC3)o2)CC1)NCc1ccccc1Cl | -8 | -6
Cc1cccc(-n2nc3c(c2NC(=O)CC(C)C)CS(=O)(=O)C3)c1C | -4 | -6
O=C1N=C(N2CCOCC2)S/C1=C/c1ccccc1Cl | 4 | -6
Cc1cccc(CSc2nc3c(c(=O)[nH]2)CN(Cc2ccccc2)CC3)c1 | -4 | -1
O=[N+]([O-])c1ccc(C=Nc2ccc(I)cc2)cc1 | -1 | 3
OC(COC1C2CC3CC(C2)CC1C3)CN1CCCCC1 (centres undefined) | -6 | 2
O=C(c1cc2ccccc2[nH]1)N1CCN(Cc2csc(-c3ccccc3)n2)CC1 | 66* | -10
COCCNC(=O)C1CC(=O)N(c2ccc(F)cc2)C1 (centres undefined) | -6 | 5
CCCCN1C(=O)C(C)(C(=O)Nc2ccccc2CC)Oc2cccnc21 (centres undefined) | -15 | -5
CN(C)CCNC(=O)c1ccccc1F | -9 | -3
CN1C(=O)S/C(=C\c2ccccc2OCc2ccccc2F)C1=O | -3 | -7
Cc1cc(-c2nnc(NC(=O)CCc3c(C)noc3C)o2)c(C)o1 | 8 | 10
O=C(c1ccccc1)C1CCN(C(=O)Nc2ccccc2)CC1 | x | -1&-6
CCc1cc2c(=O)c(-c3ccc4c(c3)OCCO4)coc2cc1OC(C)C | -10 | -1
COc1ccccc1N1C(=O)C2CC=C(Cl)CC2C1=O (centres undefined) | -2 | -11
COc1ccc(OC)c(S(=O)(=O)N2CCC(c3noc(-c4ccc(C)cc4)n3)CC2)c1 | -6 | -4
Cc1ccccc1-n1nc2c(c1NC(=O)c1cc(Br)ccc1Cl)CS(=O)C2 (centres undefined) | 2 | 5
CCc1ccc(CN2CCC(C(=O)N3CCOCC3)CC2)cc1 | 3 | 2
COCCN=C1Nc2ccccc2CNC12CCN(C(=O)C(C)C)C2 (centres undefined) | 3 | -3
CC1CC(Nc2ccccc2)c2ccccc2N1C(=O)c1ccc(Cl)c([N+](=O)[O-])c1 (centres undefined) | 27 | 32
FC(F)(F)C1=Nc2ccccc2N=C(c2ccccc2)C1 | 4 | 7
O=C(NCc1ccc2c(c1)OCO2)Nc1ccc2nsnc2c1 | -7 | -1
CCOC(=O)COc1ccc2c(c1C)OC(=Cc1cc(OC)c(OC)c(OC)c1)C2=O | -6 | -4
Cc1ccc(NC(=O)C2CCN(c3nccc(C)n3)CC2)c(Br)c1 | -12 | -1
O=C1CCCC(O)=C1C1(O)C(=O)c2ccccc2C1=O | -4 | x
CCc1csc2nc(C)c(NC(=O)CC3CCCCC3)c(=O)n12 | -2 | -2
COc1ccc(-c2cc3nc4c(c(=O)n3[nH]2)CN(C(=O)c2ccc(C)s2)CC4)cc1 | 4 | 5
CCCCCc1ccc(S(=O)(=O)Nc2ncc(C)cc2Br)cc1 | x | -20
O=C(NCCC(c1ccccc1)c1ccccc1)c1ccccc1[N+](=O)[O-] | 12 | -5
Cc1ccc(S(=O)(=O)N2CCc3ccccc32)cc1[N+](=O)[O-] | 13 | -1
CC12C(=O)N(c3cccc([N+](=O)[O-])c3)C(=O)C1C1C=CC2C1 (centres undefined) | -1 | -6
Cc1noc(-c2nn(C)c3c2CN(S(=O)(=O)Cc2ccc(Cl)cc2)CC3)n1 | -4 | -1
CCc1c(C2CCN(C(=O)c3cc(C)oc3C)CC2)noc1N | -8 | -1
COc1ccc(NC(=O)C2CCN(c3cncnc3N3CCOCC3)CC2)cc1 | 2 | -2
CC1=C(C(=O)Nc2ccc(Cl)cc2)C(c2ccccc2Cl)n2nnnc2N1 (centres undefined) | 22 | 4
COc1ccc(NC(=O)CSc2ccc(C(F)(F)F)cc2[N+](=O)[O-])cc1 | 7 | -2

Arranged by count of non-hydrogen atoms (descending): 3 of the compounds above
SMILES | mHTT CaM bind | Pf apPOL block
CN1C(=O)S/C(=C\c2ccccc2OCc2ccccc2F)C1=O | -3 | -7
OC(COC1C2CC3CC(C2)CC1C3)CN1CCCCC1 (centres undefined) | -6 | 2
O=C1N=C(N2CCOCC2)S/C1=C/c1ccccc1Cl | 4 | -6

Additional records.
SMILES | mHTT CaM bind | Pf apPOL block
CCC(=O)Oc1ccc2c(c1)OC(=Cc1ccc(OC)cc1)C2=O | 0 | -2
COc1ccc(NC(=O)c2ccc(Cn3ccnc3)cc2)cc1N1CCCC1=O | -3 | -7
O=C(O)CC(NC(=O)c1ccccc1)c1ccccc1 (centres undefined) | 0 | -39
COc1ccc(C(=O)N2CC(C)C(c3nc(-c4cccnc4)no3)C2)cc1 (centres undefined) | 2 | -6
O=C(CN1CCOCC1)N1CCCc2c1c(=O)oc1ccc(OCc3ccccc3)cc21 | 21 | 2
CCn1c2ccc(Cl)cc2c2cc(Cl)ccc21 | x | 2
CCNC(=O)c1ccc2c(c1)n(Cc1ccccc1)c(=O)c1ccnn12 | -3 | -6
O=c1[nH]nc(CSc2ccc(Cl)cc2)n1-c1ccccc1 | x | -25
Cn1cc(C2=CCN(S(=O)(=O)c3cccc(C#N)c3)CC2)c2cccnc21 | -3 | -6
O=C(NCc1ccc(F)c(Cl)c1)C1CCN(c2cncnc2N2CCOCC2)CC1 | 15 | -4
Cc1ccc(OCCOc2cccc3ccc(C)nc23)c([N+](=O)[O-])c1 | 12 | -2
CC(C)c1cc(C(=O)Nc2ccc(C#N)cc2)nc2ccnn12 | -16 | -1

In the list so far, these contain a CF3 group.
SMILES | mHTT CaM bind | Pf apPOL block
N#Cc1c(C2CCCCC2)nc(Sc2ccc(C(F)(F)F)cc2[N+](=O)[O-])[nH]c1=O | x | 40
FC(F)(F)C1=Nc2ccccc2N=C(c2ccccc2)C1 | 4 | 7
COc1ccc(NC(=O)CSc2ccc(C(F)(F)F)cc2[N+](=O)[O-])cc1 | 7 | -2

The list continues:
SMILES | mHTT CaM bind | Pf apPOL block
Cc1ccc(S(=O)(=O)N2CCC3(CC2)NCCN=C3NCc2ccccc2)cc1 | -4 | -1
CCCNC(=O)c1cn2ccncc2n1 | 3 | -2
CC(C)NC(=O)c1ccc(-c2nc3cccnc3n(C(C)C)c2=O)cc1 | -3 | -4
CN1C(=O)C(N=Cc2ccccc2)N(c2ccccc2)C1=O (centres undefined) | 4 | -8
Cc1ccc(S(=O)(=O)NC(=O)Nc2cccnc2)cc1 | x | -3
O=C(Nc1c(Cl)cccc1Cl)c1cccnc1 | 0 | 26
COc1nccc(N2CCC(CC(=O)NCc3ccc(F)cc3Cl)CC2)n1 | 10 | -4
CCC(CC)C(=O)N1CCC(COc2ccc(C(=O)N3CCCC3)cc2)CC1 | 10 | 0
Cc1cccc(C(=O)Nc2ccc(O)c3c(=O)cc(-c4ccccc4Cl)oc23)c1 | 7 | 3
Cc1cccc(Nc2nccc(C3CCCN(C(=O)C4CCCO4)C3)n2)c1 (centres undefined) | 74* | -3
COc1ccc(OC2OC(CO)C(O)C(O)C2NC(C)=O)cc1 (centres undefined) | -1 | -4
COc1ccc(C2=NCCc3cc(OC)c(OC)cc32)cc1 | 0 | -6
OC(c1ccccc1)C(O)(c1ccccc1)c1ccccc1 (centres undefined) | -5 | x
CNC(=O)N1CCCC(c2cccc(C(=O)NCc3ccc(F)cc3Cl)c2)C1 (centres undefined) | 20 | -2
CS(=O)(=O)N1CCc2ccc(C(=O)Nc3ccc(Cl)c(C(F)(F)F)c3)cc21 | -3 | -2

Two records drawn at random from those above:
SMILES | mHTT CaM bind | Pf apPOL block
CCC(CC)C(=O)N1CCC(COc2ccc(C(=O)N3CCCC3)cc2)CC1 | 10 | 0
CCCNC(=O)c1cn2ccncc2n1 | 3 | -2
